TLR9-MyD88 inh – inhibitors of TLR9-MyD88 association in cells, primary screen, cell-based, CHO, BLA complementation, fluorescence; inhibition, % at 4.98 µM; 0.21% of 340,000 active; CCF4 FRET ratio; Toll-like receptor 9 (Homo sapiens) + Myeloid differentiation primary response protein …;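 active means inhibition above the mean over all tested compounds plus 3 SD, cut at about 21% in these data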;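 further: 0% = DMSO only wells and 100% = clavulanate BLA inhibitor control wells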
NCOA2 inhibitor – inhibition of GAL4-SRC2 driven luciferase reporter, primary screen, SRC2 inhibitor project, cell-based, luminescence. HEK293 GAL4-SRC2 luciferase reporter. inhibition, % at 9 µM. 0.17% of 370,000 active;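 active means inhibition above the mean inhibition of all tested compounds plus 3 SD, set per campaign, cut at about 52% in these data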;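 further: 0% = DMSO treated cells and 100% = cells given Gossypol at 36 µM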
Target sequence (Q15596 whole entry, looked up, the tested form may be a part): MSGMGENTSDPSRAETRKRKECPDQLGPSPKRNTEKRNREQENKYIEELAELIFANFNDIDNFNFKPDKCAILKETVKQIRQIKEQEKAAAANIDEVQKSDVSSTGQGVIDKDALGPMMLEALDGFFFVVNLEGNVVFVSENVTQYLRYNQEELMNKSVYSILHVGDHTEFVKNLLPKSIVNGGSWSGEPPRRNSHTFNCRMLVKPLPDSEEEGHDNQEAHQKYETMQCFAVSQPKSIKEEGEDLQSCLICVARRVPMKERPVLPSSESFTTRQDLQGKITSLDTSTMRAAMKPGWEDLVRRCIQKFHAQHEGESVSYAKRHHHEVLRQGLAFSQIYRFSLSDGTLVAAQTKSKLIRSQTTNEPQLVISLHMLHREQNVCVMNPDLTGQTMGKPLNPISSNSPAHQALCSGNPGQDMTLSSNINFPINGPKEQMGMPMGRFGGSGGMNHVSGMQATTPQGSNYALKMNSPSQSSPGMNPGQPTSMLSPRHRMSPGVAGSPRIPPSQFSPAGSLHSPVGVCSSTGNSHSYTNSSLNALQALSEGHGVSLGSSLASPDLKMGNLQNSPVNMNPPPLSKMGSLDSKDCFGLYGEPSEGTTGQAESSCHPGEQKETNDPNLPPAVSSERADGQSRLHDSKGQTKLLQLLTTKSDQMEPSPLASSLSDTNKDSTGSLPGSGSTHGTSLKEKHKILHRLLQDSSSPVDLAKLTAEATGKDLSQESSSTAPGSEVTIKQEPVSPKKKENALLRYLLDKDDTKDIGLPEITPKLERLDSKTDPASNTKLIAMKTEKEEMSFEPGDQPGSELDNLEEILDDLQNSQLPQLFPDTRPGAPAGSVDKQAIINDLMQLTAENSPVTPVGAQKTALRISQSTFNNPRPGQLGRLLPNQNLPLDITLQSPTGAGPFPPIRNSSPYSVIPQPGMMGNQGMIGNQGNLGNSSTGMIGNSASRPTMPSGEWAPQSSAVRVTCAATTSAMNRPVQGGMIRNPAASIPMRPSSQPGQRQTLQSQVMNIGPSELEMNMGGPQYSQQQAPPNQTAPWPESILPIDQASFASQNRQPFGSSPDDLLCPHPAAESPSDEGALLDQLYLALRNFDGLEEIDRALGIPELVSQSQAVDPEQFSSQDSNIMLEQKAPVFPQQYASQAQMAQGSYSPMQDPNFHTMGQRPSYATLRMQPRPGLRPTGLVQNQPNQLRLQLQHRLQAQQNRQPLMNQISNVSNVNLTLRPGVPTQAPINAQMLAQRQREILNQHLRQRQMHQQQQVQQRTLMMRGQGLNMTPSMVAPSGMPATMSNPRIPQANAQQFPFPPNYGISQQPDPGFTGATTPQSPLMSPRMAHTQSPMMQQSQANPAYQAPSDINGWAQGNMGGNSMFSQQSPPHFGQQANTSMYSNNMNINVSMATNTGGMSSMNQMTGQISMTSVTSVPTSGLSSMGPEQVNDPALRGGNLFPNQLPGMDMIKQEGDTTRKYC
NR2F2 inh – NR2F2 transcriptional activity inhibitors, primary screen, cell-based, luciferase reporter, HEK293T, luminescence. inhibition, % at 8.6 µM. AID 686940, 2013. COUP transcription factor 2 (Homo sapiens), P24468. 0.7% of 370,000 active. HEK293T NGFI-A luciferase reporter;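 active means inhibition above a per-plate cutoff, mean inhibition of test wells between control levels plus 3 SD, cut at about 38% in these data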;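 further: cells cotransfected with COUP-TFII expression vector driving the NGFI-A reporter; 0% = median of COUP-TF2 test wells and 100% = reporter-only cells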
NR5A2 inv ag – LRH-1 (NR5A2) inverse agonists, primary screen, cell-based, luminescence, HEK293T, StAR-luciferase reporter; 0.13% of 360,000 active; LRH-1 transfected, 24 h; inhibition, % at 3.6 µM;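 active means inhibition above the mean inhibition of all tested compounds plus 3 SD, cut at about 73% in these data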;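 further: 0% = DMSO wells and 100% = reporter-only cells lacking LRH-1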
TROY NFkB inh – inhibitors of TROY-driven NF-kB signaling, primary screen, Q293 LMP1-TROYcd cells, NF-kB luciferase, uHTS. Q293 LMP1-TROYcd NF-kB luciferase reporter, 4 h. 0.98% of 360,000 active. inhibition, % at 10 µM;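 active means compounds whose plate-normalised and pattern-corrected inhibition of the luciferase reporter signal at the single screening dose is 50% or more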
SRC1 inh – SRC1 coactivator transcriptional activity inhibitors, primary screen, cell-based, luminescence. Nuclear receptor coactivator 1 (Homo sapiens), Q15788. HEK293 GAL4-SRC1 luciferase reporter. inhibition, % at 3.6 µM. 0.12% of 360,000 active. AID 588354, 2011;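 active means inhibition above the campaign mean plus 3 SD, with each screening campaign given its own cutoff, cut at about 60% in these data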;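 further: 0% = DMSO treated cells and 100% = gossypol at 36 µM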
NOD2-RIPK2 inh – NOD2-RIPK2 binding disruptors in cells, primary screen, fluorescence, CHO cells, BLA complementation; CCF4 ratio; Receptor-interacting serine/threonine-protein kinase 2 (Homo sapiens), O43353; inhibition, % at 4.98 µM; 0.38% of 360,000 active; in the data active means inhibition above about 21%;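 further: 0% = vehicle only and 100% = reference blocker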
LMP1 NFkB inh – EBV LMP1-driven NF-kappaB luciferase reporter inhibitors, primary screen, cell-based, luminescence, single point; LMP1-induced NF-kappaB luciferase reporter cells; inhibition, % at 12.5 µM; 0.69% of 350,000 active; AID 504558, 2011; in the data active means inhibition above about 41%;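 further: 0% = neutral control wells and 100% = reference inhibitor control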
TRAIL sens C8 – viability loss with TRAIL in NB7+C8 cells, primary screen, TRAIL sensitizer project, cell-based, ATPlite luminescence | inhibition (viability loss, TRAIL sensitization), % at 10 µM | 1% of 360,000 active | AID 624354, 2012;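 active means compounds causing at least 50% loss of cell viability in the single-dose screen, relative to plate controls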
TWEAK-Fn14 inh – inhibitors of TWEAK-Fn14 signaling, primary screen, luciferase reporter cells, uHTS | TWEAK-stimulated Fn14 reporter cells, luciferase luminescence, 8 h | inhibition, % at 10 µM | 2% of 360,000 active; in the data active means inhibition above about 50%
SRC3 inh – SRC3 coactivator transcriptional activity inhibitors, primary screen, cell-based, luminescence; HEK293 GAL4-SRC3 luciferase reporter; 0.17% of 360,000 active; inhibition, % at 3.6 µM;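 active means inhibition above a per-campaign cutoff, the mean of all compounds plus 3 SD, cut at about 60% in these data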;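 further: 0% = DMSO-treated cells and 100% = gossypol-treated cells at 36 µM; higher means less SRC3-driven luciferase light from the GAL4 reporter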
The depositor's hits bear a star; · = not tested or not shown. This is a subset (hit frequency here may not be typical).

Structure	TLR9-MyD88 inh	NCOA2 inhibitor	NR2F2 inh	NR5A2 inv ag	TROY NFkB inh	SRC1 inh	NOD2-RIPK2 inh	LMP1 NFkB inh	TRAIL sens C8	TWEAK-Fn14 inh	SRC3 inh
c1ccc(CNc2ccc(N3CCOCC3)cc2)cc1	-6	-8	-11	-9	65*	-51	-12	-1	-1	32	-39
CCOC(=O)CNC(=O)C(CC(N)=O)NC(=O)OC(C)(C)C (configuration not stated)	·	2	8	-9	-25	-17	-2	·	30	-8	4
CC(C)Cc1nnc(NC(=O)CCC(=O)Nc2ccccc2)s1	-9	-5	7	-12	-3	8	-9	4	-17	9	-1
COc1cc(C2C(C#N)=C(N)N(N(C)C)C3=C2C(=O)CCC3)ccc1O (configuration not stated)	-10	3	11	3	-38	3	5	4	-3	12	-2
CCC(Sc1ccc2nnc(CCNS(=O)(=O)c3ccc(OC)cc3)n2n1)C(=O)OC (configuration not stated)	0	-10	9	3	-12	6	-7	-4	-3	18	17
CCOC(=O)Cn1cc([N+](=O)[O-])c(OC)n1	-2	-3	-16	-25	0	1	-4	-6	-6	2	11
O=S(=O)(Nc1ccc(N2CCCCC2)cc1)c1ccccc1	-1	-14	5	-51	-32	-8	-4	9	2	0	-20
COCCCn1c(-c2cccc(Cl)c2)nc2c1c(=O)[nH]c(=O)n2Cc1ccccc1	-6	-7	-2	1	6	13	-13	-8	4	12	4
N#Cc1cc2ccccc2nc1SCC(=O)NC1CC1	7	-44	4	8	2	1	3	-7	-18	13	-24
CC(C)C[C@H]1CN=C(Nc2ccccc2)N1CCC(C)c1ccccc1 (some centres not stated)	-9	-3	-4	-27	-4	0	5	5	14	-11	-7
COC(=O)[C@]12CCCCC=C1N(Cc1ccc(Cl)cc1Cl)C(=O)[C@H](CC(=O)N1CCC(c3ccccc3)CC1)C2	·	-11	-13	-20	0	·	0	·	6	4	·
C/C(Cc1ccccc1)=N\NC(=O)C1CCCCC1	3	-19	-8	-27	-11	-11	-8	7	-3	6	8
CC(c1ccccc1)C1CC(=O)N(CC(=O)O)C1=O (configuration not stated)	13	-17	-7	-6	17	-1	-4	-31	1	33	14
CN(CCOc1cccc(C(F)(F)F)c1)Cc1ccccc1	0	-13	3	-2	6	-5	1	-16	-4	29	12
COc1cc(CC(=O)N(C)CC(=O)Nc2cc(C)ccc2C)cc(OC)c1OC	-3	-17	-21	13	6	-36	-5	-5	6	-2	9

Part of the list above, limited to TWEAK-Fn14 inh and TROY NFkB inh.
molecule,TWEAK-Fn14 inh,TROY NFkB inh
COc1cc(C2C(C#N)=C(N)N(N(C)C)C3=C2C(=O)CCC3)ccc1O (configuration not stated),12,-38
CCC(Sc1ccc2nnc(CCNS(=O)(=O)c3ccc(OC)cc3)n2n1)C(=O)OC (configuration not stated),18,-12

Other entries
Structure	TLR9-MyD88 inh	NCOA2 inhibitor	NR2F2 inh	NR5A2 inv ag	TROY NFkB inh	SRC1 inh	NOD2-RIPK2 inh	LMP1 NFkB inh	TRAIL sens C8	TWEAK-Fn14 inh	SRC3 inh
COc1cc(C(=O)Nc2cc(C(F)(F)F)ccc2-n2cncn2)cc(OC)c1OC	-5	-11	5	16	9	7	4	7	-8	-29	3
Cc1cccn2c1nc(=S)n2C(=O)c1ccco1	-9	-87	-34	-89	-62	-105	2	-55	41	-16	-71
Cc1cc(F)ccc1S(=O)(=O)Nc1ncnc2scc(-c3ccc(F)cc3)c12	-6	3	3	-1	39	0	6	4	10	19	2
O=C(OCC(=O)N(C1CCCCC1)C1CCCCC1)c1ccco1	-16	17	13	-5	14	-13	3	-2	-3	5	23
Cc1cc(C)cc(OCc2nc(-c3cccnc3)no2)c1	-1	-19	0	-9	10	2	0	-1	6	-25	-13
CC(C)NC(=O)NC(=O)CSc1ccccc1F	0	-12	2	-4	12	4	0	-6	13	-17	16
CCOc1ccc(C(C(=O)NCC2CCCO2)N(Cc2ccccc2)C(=O)c2snc(C(N)=O)c2N)cc1 (configuration not stated)	-12	-4	-2	-1	0	7	3	-4	7	9	-5
CCc1ccc(CC2S/C(=C(\C#N)C(C)=O)NC2=O)cc1 (configuration not stated)	-2	-10	-23	5	-9	-56	-2	10	22	-49	-133
O=C(CSc1nnc2c3ccccc3c3ccccc3c2n1)Nc1ccccc1F	2	14	-7	8	-7	-18	-7	-47	25	-17	-7
O=C(Cn1c(=O)cnc2ccccc21)Nc1ccccc1N1CCOCC1	1	-9	12	-3	-17	-22	-5	-3	13	9	-4
Cc1nnsc1SC(C)C(=O)O (configuration not stated)	-8	-5	-9	0	-1	-4	3	4	-13	0	-18
C=CCn1c(-c2ccncc2)n[nH]c1=S	·	-32	1	18	-3	-5	1	-3	-14	-10	4
COc1cc(C)c(C(C)C)cc1S(=O)(=O)NC1CC(C)(C)NC(C)(C)C1	-3	-1	-5	-10	3	-11	-1	3	23	16	-4
CC(C)(C)S(=O)N1Cc2cc(C(=O)NCc3ccc4c(c3)OCO4)nc(-c3cccc(-c4ccccc4)c3)c2[C@@H]1CCO (some centres not stated)	·	-1	9	11	-30	9	1	·	3	31	9
CC1(C)NC(=O)N(CC(=O)OCC(=O)Nc2cc(S(=O)(=O)N3CCCCCC3)ccc2Cl)C1=O	-5	-16	-5	-3	-6	-76	-1	3	0	-3	10
O=C1CC(N2CCN(c3ccccc3)CC2)C(=O)N1c1ccc(Cl)cc1 (configuration not stated)	-7	-14	4	-19	0	-82	-11	-5	-5	7	2
Cc1cc(N/C(=N/S(=O)(=O)c2ccc(F)cc2)c2ccccc2)n(-c2ccccc2)n1	1	-11	18	-9	5	-4	5	10	-3	-24	16
CCN1CCN(C(=O)c2ccc(CS(=O)(=O)Cc3ccccc3C)o2)CC1	-2	-3	-18	-14	12	-1	-11	-2	-16	-7	19
Nn1c(=S)[nH]c2sc3c(c2c1=O)CCCC3	-2	12	-20	1	75*	-2	-5	1	-1	53*	23
CCOC(=O)c1nnn(-c2nc(N3CCCC3)nc(N3CCCC3)n2)c1-c1ccccc1	6	-4	2	-19	4	-16	4	15	9	38	-4
CCCCCCN1C[C@H](O)[C@@H](n2cc(-c3ccc(F)cc3)nn2)C[C@@H]1c1ccc(Cl)cc1	9	16	5	3	10	-8	2	3	7	6	-20
CCCC(CCC)C(=O)Nc1ccc2c(c1)N(C(=O)CN1CCN(C)CC1)c1ccccc1CC2	4	36	-13	-4	-12	-3	-3	6	-2	-13	9
CC(=O)c1c(C)nc(-c2ccccc2)nc1NC(=O)C(C)C	-1	0	-5	7	20	9	-4	-1	-5	-15	6
CCOC(=O)C1Sc2ccccc2NC1=O (configuration not stated)	2	-39	5	-7	2	11	2	-6	-5	-3	10
Cc1cc(C)c(OCC(=O)OCCNC(=O)c2cccnc2)c(C)c1	-5	-26	0	1	4	-12	3	-7	1	-7	20
COCc1cc(C)nc(N2CCCCC2)c1C#N	-1	4	-3	-20	10	-5	-21	-4	-13	-1	-13
COc1ccccc1-c1sc2ccccc2c1-c1cnc(N2CCOCC2)nc1	·	-33	1	20	-43	·	2	·	-3	-8	·
O=C(Nc1nccs1)c1cn2ccccc2n1	4	-48	-36	-115	6	-87	8	19	40	34	-73
NC1=NC(=O)C2(COC(c3ccncc3)OC2)S1 (configuration not stated)	5	0	13	9	-5	9	-12	0	3	-8	2
O=C(O)c1cc(-c2c[nH]c3ccccc23)nc2cc3ccccc3cc12	·	-52	-29	-26	-17	-50	2	·	52*	-10	-39
CCCc1nc2n[nH]c(N)c2c2c1CCC2	0	0	-1	-13	-2	-5	-3	-3	-17	-5	0
Cc1cc(C)c2[nH]c(=O)c(C(c3nnnn3C(C)(C)C)N3CCN(C(=O)c4ccco4)CC3)cc2c1 (configuration not stated)	-6	-1	12	-6	-8	-9	-4	-1	6	6	4
Cc1cc(C)cc(OCCN2CCOCC2)c1	0	4	-4	6	6	-7	-4	0	-22	-9	13
O=C(NNC(=O)c1ccc(Cl)cc1Cl)c1ccncc1	11	-30	-9	-10	-34	-5	-9	-12	16	-5	3
COc1ccc(CN2CCC(n3nccc3NC(=O)C3CC3)CC2)cc1O	-10	14	2	9	-4	-18	-10	2	-10	-13	-2
CCOCC(=O)Nc1nc2ccc(C)cc2s1	-5	-83	-40	-106	6	-113	-1	-1	15	20	-55
CCOc1cc(S(=O)(=O)NCc2ccccc2)ccc1F	3	15	-8	-4	16	-11	-17	-1	-8	18	-1
CCCOc1ccc(S(=O)(=O)N2CCOCC2)cc1[N+](=O)[O-]	4	-13	6	5	2	-21	3	9	-2	-7	2
CS(=O)(=O)N(Cc1ccc(C(=O)NN=C2CCCCCC2)cc1)c1ccccc1	-4	0	22	-14	-6	18	-13	9	0	-9	30
COc1cc(C(=O)Nc2cccc(C)c2C)c(Br)c(OC)c1OC	11	-12	18	2	-8	-21	2	-9	-6	-6	15
Cn1ncc([N+](=O)[O-])c1C(=O)Nc1ccccc1	10	5	0	17	5	4	-3	-2	0	-12	0
COc1ccc(S(=O)(=O)N2CCOC23CCN(S(=O)(=O)c2cc(C)ccc2OC)CC3)cc1	-1	-1	12	-11	9	-1	-3	-9	3	-1	0
O=C(NC(=S)Nc1ccc(C(=O)N2CCOCC2)cc1)c1ccc([N+](=O)[O-])cc1	2	-1	-10	-2	4	-7	-1	3	16	10	18
COC(=O)c1sc(-c2ccc(C(C)(C)C)cc2)cc1NC(=O)c1ccccc1C(=O)O	-3	-69	-67	-138	52*	-85	-9	-21	5	-8	-48
Cc1nc(SCc2nc3c(F)cccc3[nH]2)c2oc3ccccc3c2n1	2	-22	-7	5	-12	-8	-3	-1	6	7	10
CC(=O)Nc1ccc(NS(=O)(=O)c2cc(Cl)ccc2Cl)cc1	7	-10	-7	4	-11	-6	0	1	6	11	5
COc1ccc(OC)c(NC(=O)COC(=O)c2n[nH]c3ccccc23)c1	5	-25	5	-3	32	-2	2	-2	3	30	24
CS(=O)(=O)N1N=C(c2ccco2)CC1c1ccco1 (configuration not stated)	2	-24	7	-7	-6	6	-7	12	-6	14	-9
CC1CCC(NC(=O)c2cccc(S(=O)(=O)N3CCN(c4ccccc4)CC3)c2)CC1 (configuration not stated)	0	-14	11	0	21	1	-4	3	-2	10	-12
CCN(CC)CCSc1nnc2c3ccccc3n(Cc3ccccc3)c2n1	0	11	30	13	-10	3	4	-29	38	-1	10
COc1ccc(-c2cc(-c3ccccc3)c(C#N)c(=S)[nH]2)cc1	-7	-34	-10	-11	10	10	-8	-7	-13	0	9

High-throughput results as filed in PubChem.
